# GlmU inhibition: inhibition of mycobacterial GlmU enzyme – biochemical, glucosamine-1-phosphate acetyltransferase (AID 1376) | M. tuberculosis GlmU acetyltransferase enzyme assay; higher % means a stronger effect | inhibition, %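 (tested at 30 µM in the primary screen)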; hits with a dose series show IC50 in µM | hit rate 0.25% among 220,000; in the data active = inhibition above about 13%; inconclusive = no clear call, values can overlap the other calls;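 note: 0% = complete reaction with vehicle and 100% = reaction without substrate; strong numbers were not always called active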
# RmlCD inh 1536: inhibitors of Mycobacterium tuberculosis RmlC and RmlD coupled enzymes. P9WH09+P9WH11. RmlC+RmlD coupled enzyme assay, percent inhibition; primary screen in compound mixtures. inhibition, % at 3.6 µM. hit rate 0.03% among 160,000. AID 1533; in the data active = inhibition mostly above about 34%, no sharp cut-off; inconclusive = no clear call, values can overlap the other calls; inactive = mostly below about 22%; note: some results filed as inactive read as strong as hits
# Target sequence (P9WH09 whole entry, looked up): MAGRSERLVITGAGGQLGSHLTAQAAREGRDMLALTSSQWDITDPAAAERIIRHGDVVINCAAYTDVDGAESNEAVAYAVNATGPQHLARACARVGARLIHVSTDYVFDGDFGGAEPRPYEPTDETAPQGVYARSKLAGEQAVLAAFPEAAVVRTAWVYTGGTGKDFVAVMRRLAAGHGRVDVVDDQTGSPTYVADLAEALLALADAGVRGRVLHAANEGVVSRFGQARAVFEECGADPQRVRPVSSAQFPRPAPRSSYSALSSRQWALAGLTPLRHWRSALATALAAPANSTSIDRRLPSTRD
# Target sequence (P9WH11 whole entry, looked up): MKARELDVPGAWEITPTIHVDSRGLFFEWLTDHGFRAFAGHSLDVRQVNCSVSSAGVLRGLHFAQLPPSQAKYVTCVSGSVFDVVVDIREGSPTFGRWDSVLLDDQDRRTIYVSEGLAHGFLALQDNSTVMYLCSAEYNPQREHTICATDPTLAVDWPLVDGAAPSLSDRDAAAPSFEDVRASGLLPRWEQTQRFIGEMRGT
# Starred values were filed as active, the others as inactive; ? = inconclusive; . = no result given; & = joins results of further samples.
entry	structure	GlmU inhibition	RmlCD inh 1536
1	C=COCCn1c(=N)n(CCC)c2ccccc21	1.9%	-5
2	CCOc1cc(CNc2ccc3[nH]c(=O)[nH]c3c2)ccc1OCC(=O)NC(C)(C)C	-2.9%	6
3	COC(=O)c1ccc2c(c1O)C(=O)c1ccccc1C2=O	-2.2%	.
4	Cc1ccc(SCCNS(=O)(=O)c2ccc3c(c2)OCCO3)cc1	-7.9%	.
5	CC(C)Cn1c(N)c(C(=O)COC(=O)c2cc(C3CC3)nc3ccccc23)c(=O)n(C)c1=O	0.1%	.
6	CS(=O)(=O)Nc1nnc(C2CCCC2)s1	-4.1%	7
7	O=C(O)CC12CC3CC(C1)CC(n1ncc(NCc4ccc(F)cc4Cl)c(Cl)c1=O)(C3)C2	-1.0%	-7
8	CCC(=O)Nc1ccccc1C(=O)N1CCOCC1	-6.4%	.
9	O=C(NCC1COc2ccccc2O1)c1ccc(NC(=O)C(c2ccccc2)c2ccccc2)cc1 (stereo unspecified)	3.5%	-8
10	CC12CCC(C/C1=N\OC(=O)c1ccc(F)cc1)C2(C)C (stereo unspecified)	1.7%	.

entry	structure	GlmU inhibition	RmlCD inh 1536
11	CCN(CC)CCOC(=O)c1ccc2c(c1)OCCO2	0.8%	8
12	Nc1nc(F)cc(N2CCCCCC2)n1	-2.1%	-10
13	Cc1ccccc1-c1cc(C(=O)Nc2nc3c(s2)CCCC3)c2ccccc2n1	0.3%	5
14	CCN(CC)P(=O)(C(NC(=O)OC)C(F)(F)C(F)(F)C(F)(F)C(F)F)N(CC)CC (stereo unspecified)	-2.6%	?
15	CCOc1cccc(C2C(C(=O)c3ccco3)=C(O)C(=O)N2Cc2ccncc2)c1 (stereo unspecified)	-1.2%	-7
16	O=C(CNC(=O)c1ccccc1Br)N/N=C/c1ccccc1O	-7.0%	22
17	COc1ccc(Cl)cc1NC(=S)N1CCN(c2ncccn2)CC1	-0.3%	.
18	COc1ccc(-c2ocnc2C(=O)Nc2ccccc2N2CCCCC2)cc1	4.4%	22
19	Cc1onc(-c2ccccc2Cl)c1C(=O)N1CCN=C1SCc1cccnc1	27%*	.
20	CCc1nc2sc3c(=O)[nH]cnc3c2c2c1CSC(C)(C)C2	4.5%	1

entry	structure	GlmU inhibition	RmlCD inh 1536
21	Cc1ccc(O)c(C(CC(=O)NC(C)C)c2ccccc2)c1 (stereo unspecified)	-2.5%	4
22	CC(C)Nc1nc2nonc2nc1Nc1ccccc1	-0.6%	-5
23	CO/N=C/C1C(=O)NN=C1c1ccccc1 (stereo unspecified)	-5.4%	10
24	O=C(CCc1nc(-c2ccccc2)no1)Nc1cc(C(F)(F)F)ccc1Cl	6.8%	-10
25	O=C(c1ccc(CS(=O)(=O)c2ccccc2)o1)N1CCOCC1	3.2%	3
26	COC(=O)c1[nH]c(=O)c2ccccc2c1O	-1.3%	.
27	O=C(NCC(=O)N(c1ccccc1)C(C(=O)NC1CCCC1)c1cccnc1)c1ccco1 (stereo unspecified)	6.5%	.
28	Cc1ccc(/C=C(\NC(=O)c2ccc(C)cc2)C(=O)NCCCn2ccnc2)cc1	-2.4%	-11
29	COC(=O)C1=C(C)N(c2ccc(C)c(C)c2)/C(=C/c2ccco2)C1=O	2.1%	0
30	Cc1nc(N2CCN(c3ccccc3)CC2)nc2c1C(=O)CCC2	0.7%	-4

entry	structure	GlmU inhibition	RmlCD inh 1536
31	Cc1ccc(Cl)cc1Nc1nc(-c2sc(NC(=O)c3cccc(Cl)c3)nc2C)cs1	-1.9%	7
32	Cc1ccc(Sc2ncccc2C(=O)O)c(C)c1	0.7%	-2
33	Cc1cccc(C)c1NC(=O)NN1C(C)CCCC1C (stereo unspecified)	-2.3%	9
34	CC(C)(C)C(=O)Nc1ccc(N2CCN(c3ccc(C(F)(F)F)cn3)CC2)nc1	0.1%	-12
35	Nc1nc2c(s1)CCc1c-2cnn1-c1ccccc1	-4.5%	-5
36	CCOc1ccc2ccccc2c1CNCCN1CCOCC1	4.2%	-4
37	CCOC(=O)CCc1c(C)c2ccc(OCc3nn[nH]n3)cc2oc1=O	4.2%	8
38	O=C(/C=C/c1ccccc1[N+](=O)[O-])N1CCN(c2ccc(F)cc2)CC1	1.7%	.
39	NS(=O)(=O)c1ccc(NC(=O)CSc2ccccc2)cc1	-7.0%	-9
40	Cc1ccc2nc(SC(C)C(=O)Nc3cccc([N+](=O)[O-])c3)[nH]c2c1 (stereo unspecified)	0.1%	.

entry	structure	GlmU inhibition	RmlCD inh 1536
41	CCCCc1ccc(S(=O)(=O)Nc2ccc(C)c(NS(C)(=O)=O)c2)cc1	-0.7%	8
42	Cn1c(SCC(=O)N2CCOCC2)nnc1-c1ccccc1	6.8%	12
43	COc1cc(SC)ccc1C(=O)N1CCN(c2ccccc2F)CC1	-2.9%	5
44	S=c1[nH]nc(Cc2ccccc2)n1Cc1ccco1	1.3%	8
45	O=C(NCc1ccccn1)NC12CC3CC(CC(C3)C1)C2	-3.7%	.
46	CCOc1ccc(NC(=O)COC(=O)CCCc2c[nH]c3ccccc23)cc1	1.8%	-4
47	COc1ccc(NC(=O)c2sccc2SCc2cccc(C(F)(F)F)c2)cc1	-0.5%	-9
48	Cc1ccc(S(=O)(=O)C2(C(=O)Nc3ccc(Br)cc3)CC2)cc1	1.8%	-35
49	CC(=O)OCn1nnc2ccccc2c1=O	0.7%	.
50	O=S(N1CCCCC1)C12CC3CC(CC(C3)C1)C2 (stereo unspecified)	8.2%	3

entry	structure	GlmU inhibition	RmlCD inh 1536
51	COC(=O)C1C2c3ccccc3C(c3ccccc32)C1C(=O)OC (stereo unspecified)	-0.7%	-8
52	CC(=O)Nc1ccc(C(=O)OCC(=O)Nc2c(F)cccc2F)cc1	-5.9%	4
53	CC1=CC2=NC(=O)/C(=C\c3ccc(-c4cccc(Cl)c4)o3)C(=N)N2O1	-2.5%	7
54	Cc1cccc(-c2nc(CS(=O)CC(=O)NCc3cccs3)c(C)o2)c1 (stereo unspecified)	-1.3%	10
55	CN(C)c1cccc2c(S(=O)(=O)NCc3ccc(S(N)(=O)=O)cc3)cccc12	-5.2%	.
56	COc1ccc(N2CCN(C(=S)NC(=O)c3cccs3)CC2)c([N+](=O)[O-])c1	1.8%	11
57	O=C(CCCCCN1C(=O)CCC1=O)Nc1ccc(Br)cc1F	1.6%	5
58	COc1cc2c(N3CCOCC3)cc(O)c(CC(=O)Nc3ccccc3)c2cc1OC	-5.1%	.
59	Oc1ccc(NCc2ccccc2OCc2ccccc2F)cc1	1.2%	8
60	COC(=O)CNc1ccc2c(c1)OCO2	-0.7%	.

# 4 compounds drawn at random from the list so far:
entry	structure	GlmU inhibition	RmlCD inh 1536
3	COC(=O)c1ccc2c(c1O)C(=O)c1ccccc1C2=O	-2.2%	.
32	Cc1ccc(Sc2ncccc2C(=O)O)c(C)c1	0.7%	-2
53	CC1=CC2=NC(=O)/C(=C\c3ccc(-c4cccc(Cl)c4)o3)C(=N)N2O1	-2.5%	7
14	CCN(CC)P(=O)(C(NC(=O)OC)C(F)(F)C(F)(F)C(F)(F)C(F)F)N(CC)CC (stereo unspecified)	-2.6%	?

# Following part:
entry	structure	GlmU inhibition	RmlCD inh 1536
61	CCC(=O)NC(c1ccc([N+](=O)[O-])cc1)c1c(O)ccc2ccccc12 (stereo unspecified)	-1.1%	8
62	CNC(=O)c1cc(C(=O)c2ccccc2C(F)(F)F)c[nH]1	0.0%	-15
63	C[n+]1c2n(c3ccccc31)N=C(c1ccccc1)CS2	-4.0%&2.4%	-5
64	O=C(O)c1c(Cl)c(Cl)c(Cl)c(Cl)c1C(=O)N1CCOCC1	0.0%	7
65	CC(C)(C)c1nn(-c2ccccc2)c2nc(Cl)c(C=O)cc12	.	19
66	CCOc1nc(-c2ccccc2)ccc1-c1noc(COc2ccccc2)n1	1.1%	1
67	CS(=O)(=O)Nc1ccc(C2=NN(C(=O)c3ccco3)C(c3ccc(F)cc3)C2)cc1 (stereo unspecified)	1.9%	1
68	O=C(c1ccccc1)N(Cc1ccccc1)c1ccccn1	1.6%	-8
69	C=CCO/N=C/C1=C(O)C(C(=O)OC)C(C)(C)CC1=O (stereo unspecified)	-1.2%	10
70	CN(C)c1cccc2c(S(=O)(=O)N3CCOCC3)cccc12	0.4%	.

entry	structure	GlmU inhibition	RmlCD inh 1536
71	COC(=O)c1ccc2c(=O)n(-c3ccccc3F)c(=S)[nH]c2c1	5.7%	4
72	O=C(CN1CCN(S(=O)(=O)c2ccccc2F)CC1)Nc1ccccc1C(=O)c1ccccc1	1.0%	14
73	COc1cccc(CN2CCN(Cc3ccc(C)o3)CC2CCO)c1 (stereo unspecified)	-5.0%	-7
74	Cn1nc(-c2ccccc2)c(CO)c1Oc1cccc(C(F)(F)F)c1	4.0%	11
75	OC1C[N+]2(CCCCC2)C1	7.1%	8
76	Cc1ccc(CSCC(=O)N2CCCC2)cc1	3.6%	8
77	COCc1cc(C)[nH]c(=O)c1C#N	1.5%	62
78	CC1CCc2nc(NC(=O)Cc3cccs3)sc2C1 (stereo unspecified)	-1.1%	-6
79	CCc1ccc(-c2csc3ncn(CC)c(=O)c23)cc1	5.4%	5
80	CCOC(=O)c1sc(=NC(=O)COc2ccc(Cl)cc2)n(C)c1C	-0.3%	.

# Some of the entries above in a different format.
74) Cn1nc(-c2ccccc2)c(CO)c1Oc1cccc(C(F)(F)F)c1
75) OC1C[N+]2(CCCCC2)C1
76) Cc1ccc(CSCC(=O)N2CCCC2)cc1

assay / entry | 74 | 75 | 76
GlmU inhibition | 4.0% | 7.1% | 3.6%
RmlCD inh 1536 | 11 | 8 | 8

# Other structures.
entry	structure	GlmU inhibition	RmlCD inh 1536
81	CCOC(=O)c1c(C)[nH]c(C(=O)COC(=O)/C=C/c2ccc3c(c2)OCO3)c1C	1.0%	-11
82	CN1CCN(C(=O)COc2ccc3ccccc3c2Br)CC1	-1.2%	41
83	CCOC(=O)N1CCC(NC(=O)C(NS(=O)(=O)c2ccc3c(c2)CCN3C(C)=O)C(C)C)CC1 (stereo unspecified)	.	-6
84	Cc1ccc(C(=O)/C=C\NCc2ccccc2)cc1	-4.8%	3
85	c1ccc2[nH]c(-c3ccnc4ccccc34)nc2c1	0.8%&8.4%	-8
86	O=C(Cn1cc(CCO)nn1)N1CCNCC1	1.6%	.
87	N#Cc1ccc(-c2ccc(OCC(=O)NCCc3ccccc3)cc2)cc1	-4.0%	9
88	Cc1ccc(Sc2c([N+](=O)[O-])ncn2C)cc1	2.0%	-4
89	CCOC(=O)c1sc2nc3c(SCCC(=O)O)cc(C(=O)c4cc(OC)ccc4O)cn3c(=O)c2c1C	-5.3%	7
90	CC(=O)Nc1nc(Cn2nnc(-c3ccc4c(c3)OCO4)n2)nc(N(C)C)n1	-1.1%	57

# Results in sequence from above.
# GlmU inhibition for entries 48 to 58, in order: 1.8%, 0.7%, 8.2%, -0.7%, -5.9%, -2.5%, -1.3%, -5.2%, 1.8%, 1.6%, -5.1%

# (next part)
entry	structure	GlmU inhibition	RmlCD inh 1536
91	COc1cc2c(cc1OC)C(C)N(C(=S)NC(=O)c1ccccc1)CC2 (stereo unspecified)	2.0%	-5
92	Cc1nc(SCC(=O)Nc2cc(Cl)ccc2[N+](=O)[O-])nc(C)c1C	1.9%	-10
93	CSc1nnc(-c2cc(Br)ccc2N=Cc2c(C)[nH]n(-c3ccccc3)c2=O)c(=O)[nH]1	10%	-8
94	COc1ccc(/C=N/NC(=O)Cn2cc(C(F)(F)F)ccc2=O)cc1	-5.7%	2
95	COc1ccccc1NC(=O)NCCCl	1.2%	.
96	O=C(COc1ccc(S(=O)(=O)NC2CCCCC2)cc1Cl)NCc1ccc2c(c1)OCO2	2.7%	99
97	CCOC(=O)Cn1c(=O)oc2ccc(C)cc21	1.2%	8
98	O=C(Nc1ccc(Cl)cc1F)c1cc(S(=O)(=O)N2CCCCC2)ccc1F	2.1%	.
99	O=C(NCCO)c1nc(NCCO)c2ccccc2n1	4.1%	.
100	CC1Cc2ccccc2N1C(=O)C12CCC(C)(C(=O)C1)C2(C)C (stereo unspecified)	1.2%	0

# In the list so far, these have a cyano group:
entry	structure	GlmU inhibition	RmlCD inh 1536
77	COCc1cc(C)[nH]c(=O)c1C#N	1.5%	62
87	N#Cc1ccc(-c2ccc(OCC(=O)NCCc3ccccc3)cc2)cc1	-4.0%	9

# New compounds follow.
entry	structure	GlmU inhibition	RmlCD inh 1536
101	CCCCSc1nnc(-c2c[nH]c3ccccc23)n1C	-1.9%	7
102	CCCCN(CC)CCCNC(=O)CS(=O)(=O)Cc1nc(-c2cccc(OC)c2)oc1C	3.5%	-3
103	CCOC(CNc1c([N+](=O)[O-])c(=O)n(C)c(=O)n1C)OCC	-3.3%	9
104	C=CCNc1nc(Nc2ccc([N+](=O)[O-])cc2)nc(OCC)n1	0.6%	12
105	CCN(CC)Cc1nc2c(c(=O)[nH]1)C1(CCCC1)Cc1ccccc1-2	4.3%	-5
106	O=C(O)C1=C[C@H](c2coc3ccccc3c2=O)C[C@H](OCCCCO)O1	4.8%	.
107	CCNC(=S)Nc1ccc(OCC)cc1	-4.1%	11
108	COc1cccc(-n2nnc3c(=O)n(Cc4ccc(C)cc4)cnc32)c1	0.5%	-5
109	CCCc1nc2c(nnn2Cc2ccccc2F)c(=O)[nH]1	-4.8%	-6
110	CC1=Nc2cc([N+](=O)[O-])ccc2NC(C)(C)C1	7.1%	5

entry	structure	GlmU inhibition	RmlCD inh 1536
111	CCOc1ccc(N2C(=O)C(c3ccccc3)=C(c3nc4ccccc4s3)C2NC(C)=O)cc1 (stereo unspecified)	0.3%	.
112	Cc1cc([N+](=O)[O-])cc(/C=N/n2c(C)nc3ccccc3c2=O)c1O	1.2%	-10
113	O=C(CSCc1ccc(Cl)cc1)N1CCN(Cc2ccc3c(c2)OCO3)CC1	4.4%	.
114	CCn1nnc(-c2ccccc2NC(=O)c2cccc(-n3cnnn3)c2)n1	-1.6%	5
115	CCOC(=O)CCNC(C(=O)OCC)c1ccccc1 (stereo unspecified)	-3.1%	-10
116	CC(C)n1c(SC2C(=O)CC(C)(C)CC2=O)nc2c1c(=O)n(C)c(=O)n2C	2.3%	.

# This is a subset. The share of hits here may be higher or lower than overall.
